OX1R antag = OX1R (human) antagonism. AID 485270. actives 1.8% (n = 330,000). OX1R-expressing cells, FRET antagonist read-out. inhibition, % at 6.6 µM. O43613; in the data active = inhibition mostly above about 38%, no sharp cut-off; inactive = mostly below about 40%;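 note: 0% = agonist challenge alone and 100% = reference antagonist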
Target sequence (O43613 whole entry, looked up): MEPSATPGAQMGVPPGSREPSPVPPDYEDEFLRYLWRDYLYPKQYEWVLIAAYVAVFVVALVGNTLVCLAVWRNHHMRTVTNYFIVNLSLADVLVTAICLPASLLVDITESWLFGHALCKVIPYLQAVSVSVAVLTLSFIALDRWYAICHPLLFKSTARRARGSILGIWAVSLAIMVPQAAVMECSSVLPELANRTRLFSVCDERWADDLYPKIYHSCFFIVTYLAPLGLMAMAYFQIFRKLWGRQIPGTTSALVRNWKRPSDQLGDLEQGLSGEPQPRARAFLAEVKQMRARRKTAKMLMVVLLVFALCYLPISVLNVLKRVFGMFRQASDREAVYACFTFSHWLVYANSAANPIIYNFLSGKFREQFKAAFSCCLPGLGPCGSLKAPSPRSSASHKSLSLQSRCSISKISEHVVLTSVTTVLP
STK33 inh = inhibitors of human STK33 kinase; Q9BYT3; purified STK33, MBP phosphorylation, ADP-Glo luminescence; inhibition, % at 10 µM; AID 2661; actives 0.073% (n = 320,000);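 active = inhibition at or above 25%, using the most active replicate where run in duplicate; inactive = inhibition below 25%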
Target sequence (Q9BYT3 whole entry, looked up): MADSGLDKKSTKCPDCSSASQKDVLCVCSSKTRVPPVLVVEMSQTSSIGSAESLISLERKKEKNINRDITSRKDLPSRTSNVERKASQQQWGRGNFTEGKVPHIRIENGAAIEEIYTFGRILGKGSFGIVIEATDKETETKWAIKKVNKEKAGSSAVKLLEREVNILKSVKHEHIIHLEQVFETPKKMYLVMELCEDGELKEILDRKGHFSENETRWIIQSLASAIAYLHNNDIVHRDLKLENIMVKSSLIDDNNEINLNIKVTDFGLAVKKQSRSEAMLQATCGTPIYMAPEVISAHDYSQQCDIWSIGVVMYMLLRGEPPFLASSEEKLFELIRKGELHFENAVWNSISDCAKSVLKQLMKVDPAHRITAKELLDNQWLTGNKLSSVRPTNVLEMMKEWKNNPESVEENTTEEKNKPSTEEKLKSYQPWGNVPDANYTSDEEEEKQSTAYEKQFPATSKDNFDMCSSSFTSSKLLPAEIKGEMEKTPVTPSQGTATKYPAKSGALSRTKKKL
KCNQ2 block = KCNQ2 channel blockers in CHO-K1 cells – cell-based, FluxOR thallium flux, B-score, primary screen (AID 2156); O88943; 20 min; stronger effect = lower value; B-score at 10 µM; actives 1.1% (n = 310,000);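 active = fluorescence ratio B-score at most minus 3 library SDs, with starting brightness B-score within 2 library SDs, cut at about -5.5 in these data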
* marks the source's active call; other numbers are inactive results; i = inactive; x = not tested or not shown.

Every second line gives: OX1R antag, KCNQ2 block, STK33 inh
#1 COc1ccc2[nH]c(=O)c(-c3noc(-c4ccc(F)cc4)n3)cc2c1
  4.3, i, -1.7
#2 COc1ccc(Nc2cc(=O)n(C3CCCCC3)c(=O)[nH]2)c(OC)c1
  14.4, i, -1.7
#3 COC(CNC(=O)c1ccc(CS(=O)(=O)c2ccc(C)cc2)o1)OC
  5.8, i, -1.6
#4 CSc1c(SCc2ccccc2)cnn(-c2ccccc2)c1=O
  18.4, i, 0.3
#5 Cc1ccc(S(=O)(=O)N2C(=O)CCC2C(=O)NCc2ccco2)cc1 (stereo not drawn)
  9.8, i, -1.8
#6 O=C(CCCc1c[nH]c2ccccc12)N1CCOCC1
  18.8, i, -0.4
#7 Cc1ccc(C2OCC3(CO)COC(c4ccc(C)cc4)N23)cc1 (stereo not drawn)
  7.7, i, 0.5
#8 O=C(C/C=N\O)Nc1ccc(Oc2ccccc2)cc1
  14.6, i, -0.5
#9 Cc1ccc(NC(=O)NC(=O)CSc2nnc(-c3ccc(OC(F)F)cc3)n2N)c(C)c1
  2.3, i, -0.6
#10 NC(=O)COc1ccc(-c2noc(COc3ccccc3[N+](=O)[O-])n2)cc1
  12.4, i, -4.5
#11 COc1ccc(-c2nnc(SCc3ccc(C(=O)O)cc3)n2C)cc1OC
  5.8, i, -0.8
#12 Cn1c(=O)c2c(SCC(=O)N3CCCC3)nc(-c3ccccc3)nc2n(C)c1=O
  9.7, i, 0.7
#13 COc1ccc(O)c(-c2cc(-c3ccccc3[N+](=O)[O-])[nH]n2)c1
  20.9, i, 2.1
#14 CCn1c(SCC(=O)NCc2ccco2)nnc1-c1cccs1
  15.8, x, -0.4
#15 Cn1c(=O)c2c(SCC(=O)NCc3ccco3)nc(-c3ccccc3Cl)nc2n(C)c1=O
  20.7, i, -1.1

Some of these compounds in order of molar mass, rising.
Every second line gives: OX1R antag, KCNQ2 block, STK33 inh
#8 O=C(C/C=N\O)Nc1ccc(Oc2ccccc2)cc1
  14.6, i, -0.5
#14 CCn1c(SCC(=O)NCc2ccco2)nnc1-c1cccs1
  15.8, x, -0.4
#10 NC(=O)COc1ccc(-c2noc(COc3ccccc3[N+](=O)[O-])n2)cc1
  12.4, i, -4.5

Other compounds follow.
Every second line gives: OX1R antag, KCNQ2 block, STK33 inh
#16 COc1ccc(-c2nn(-c3ccccc3)cc2C(=O)N2c3ccc(C)cc3C3CN(C)CCC32)cc1 (stereo not drawn)
  15.1, i, 0.0
#17 O=C(c1c[nH]c2ccccc12)C(Cl)c1ccccc1 (stereo not drawn)
  10.3, i, -0.2
#18 C=CCN1C(=O)/C(=C2/Sc3ccc(OC)cc3N2C)SC1=Nc1ccc(OC)cc1
  10.4, i, 0.1
#19 O=C(O)COc1ccc(/C=C2/SC(=S)N(Cc3ccccc3)C2=O)cc1
  23.0, i, -0.4
#20 O=C(O)Cc1ccc(-n2cccc2)cc1
  49.8, i, 1.1
#21 Cc1ncsc1C(=O)Nc1cccc(C(F)(F)F)c1
  -2.8, i, -1.7
#22 Cc1ccccc1C(=O)Nc1ccc(Cl)cn1
  3.5, i, 1.0
#23 COc1ccccc1CNC(=O)c1cccc(NC(=O)c2ccccc2)c1
  45.7, i, 0.7
#24 CCC(C)Sc1ccc([C@@H]2[C@@H]3C(=O)N(C)C(=O)[C@@H]3[C@]3(C(=O)OC)CCCCN23)cc1OC (stereo partly drawn)
  8.9, i, 0.3
#25 COc1cccc(NC(=O)CNC(=O)c2ccc(C)o2)c1
  8.2, i, -1.4
#26 Cc1cc(NC(=O)CN2C(=O)NC(C)(CC(C)C)C2=O)no1 (stereo not drawn)
  6.1, x, -1.5
#27 COC(=O)c1sccc1-n1cccc1C(=O)NCc1ccccc1
  14.3, i, 0.0
#28 CCC(Oc1ccc2c(=O)c(-c3ccccc3OC)coc2c1)C(=O)OCc1ccccc1 (stereo not drawn)
  6.8, i, -1.0
#29 CCc1ccc(Cn2nnc(C(=O)Nc3cccc(C)c3)c2N)cc1
  3.8, i, -1.1
#30 O=C(Cc1ccc(Br)cc1)Nc1ccc(S(=O)(=O)NCC2CCCO2)cc1 (stereo not drawn)
  11.5, i, -2.3
#31 CCN(CC)c1ccc(S(=O)(=O)N2CCOCC2)cc1NS(C)(=O)=O
  18.6, i, 7.4
#32 O=C(NNC(=S)Nc1ccc(Br)cc1Cl)c1ccco1
  19.2, i, -1.3
#33 O=C(Nc1nc2ccccc2[nH]1)c1ccccc1F
  7.0, i, 11.5
#34 Cc1nc2ccccc2n1CC(=O)NCCN1CCCC1
  17.4, i, -0.4
#35 CCSc1nc(C(F)(F)F)cc(=O)n1-c1ccccc1
  10.9, i, -0.7
#36 Cc1cccc(NC(=O)CSc2nnc(-c3ccco3)n2CC2CCCO2)n1 (stereo not drawn)
  12.4, i, 1.0
#37 CCCC1=Nc2cc(C(=O)N3CCC(C(=O)OCC)CC3)ccc2Sc2ccccc21
  16.1, i, 0.6
#38 O=C(O)COc1ccc(/C=N/NC(=O)c2ccccc2Br)cc1
  1.6, i, -0.8
#39 O=c1c2ccccc2c(-c2ccccc2)nn1-c1ccc(Cl)c(Cl)c1
  11.8, i, 0.3
#40 COc1cccc(C(=O)NC(=S)NCc2ccco2)c1
  11.9, i, 1.3
#41 Cc1ccc(-c2nnc(-c3ccc(NC(=O)c4cccs4)cc3)o2)cc1
  17.4, i, -0.8
#42 CCc1nc(C)cn1S(=O)(=O)c1cc(C)c(OC)c(C)c1C
  23.5, i, -0.3
#43 COc1ccc(OC)c(/C=N/NC(=O)CCc2n[nH]c(=O)[nH]c2=O)c1
  16.6, i, -0.1
#44 O=C(O)c1cccc(CN2C(=O)SC(Nc3cccc4ccccc34)C2=O)c1 (stereo not drawn)
  19.6, i, -0.7
#45 COc1ccc(C(=O)COC(=O)CN2C(=O)C3C4C=CC(C4)C3C2=O)cc1 (stereo not drawn)
  13.8, i, -1.7
#46 O=C(Nc1cccc(NC(=O)c2cccs2)c1)c1ccc([N+](=O)[O-])o1
  57.3, i, 3.9
#47 COc1ccccc1NS(=O)(=O)c1cc(C(=O)N2CCCC2)ccc1C
  3.6, x, 0.1
#48 CCc1ccccc1N(C)S(=O)(=O)c1cc(-c2cc(C)no2)ccc1OC
  20.6, i, 0.8
#49 CCOC(=O)c1oc2c(CN3CCN(C)CC3)c(O)ccc2c(=O)c1-c1ccccc1OC
  13.6, i, -0.4
#50 CCc1nnc(NC(=O)CSc2nnc(Cc3cc(=O)[nH]c(=O)[nH]3)n2-c2cccc(OC)c2)s1
  11.8, i, 0.1
#51 Cc1cccc(NC(=O)C2C3C=CC(O3)C2C(=O)O)c1C (stereo not drawn)
  1.4, i, 0.2
#52 CC1(C)CC(=O)C2=C(C1)OC(N)=C(C#N)C2c1cn(-c2ccccc2)nc1-c1ccccc1 (stereo not drawn)
  17.6, i, -1.0
#53 CCOc1ccc(C(=O)NC(=S)NCCCN2CCOCC2)cc1
  12.9, i, 0.5
#54 Cc1cc(C)c(OCC(=O)OCC(=O)NCCC2=CCCCC2)c(C)c1
  16.8, i, -2.4
#55 NC(=O)NC(=O)COC(=O)c1ccc(OC(F)F)cc1
  12.7, i, -0.5
#56 Nc1cccc(C2=Nc3cccc4cccc(c34)N2)c1
  13.4, i, 0.5
#57 CCN(CC)c1nc(C)nc2c1cnn2CCc1ccccc1
  17.4, i, 0.8
#58 CCOc1cc(N2CCOCC2)c(OCC)cc1NC(=O)c1c(-c2ccccc2)noc1C
  1.5, x, 0.2
#59 C/C(=N\NC(=O)CCC(=O)Nc1ccc(C)c(C)c1)c1cccs1
  22.8, i, -2.2
#60 CC(=O)NC1C(=O)N(CCN2CCOCC2)c2ccc(Cl)cc21 (stereo not drawn)
  x, i, 0.0

Retrieved by compound from the list above:
Every second line gives: OX1R antag, KCNQ2 block, STK33 inh
#54 Cc1cc(C)c(OCC(=O)OCC(=O)NCCC2=CCCCC2)c(C)c1
  16.8, i, -2.4
#50 CCc1nnc(NC(=O)CSc2nnc(Cc3cc(=O)[nH]c(=O)[nH]3)n2-c2cccc(OC)c2)s1
  11.8, i, 0.1

(list continues)
Every second line gives: OX1R antag, KCNQ2 block, STK33 inh
#61 Brc1cnc2nc[nH]c2c1
  7.4, i, 1.3
#62 Cc1nc2ncnn2c(C)c1CCC(=O)NCc1ccco1
  7.2, i, -0.3
#63 O=C(Nc1ccc2c(c1)OCO2)N1CCCc2ccccc21
  18.4, i, 0.3
#64 Cc1cc(C(=O)Nn2cnc3ccccc3c2=O)ccc1[N+](=O)[O-]
  18.8, i, -0.2
#65 CCOC(=O)C(C)n1cnc2c(nnn2-c2ccc(F)cc2)c1=O (stereo not drawn)
  18.8, i, -1.0
#66 CCOC(=O)NC(c1ccccc1)C1CCCCC1=O (stereo not drawn)
  33.9, i, -2.1
#67 COc1ccc(/C=C2/C(=O)N(c3ccccc3)N=C2C)cc1
  30.0, i, -1.0
#68 Cc1ccc(C)c2[nH]c(=O)c(CCNC(=O)c3ccc(Br)o3)cc12
  12.6, i, 0.6
#69 Cc1[nH]c2ccccc2c1C(=O)COC(=O)c1ccc[n+]([O-])c1
  15.8, i, 0.9
#70 COc1ccccc1-c1nn2c(C3COc4ccccc4O3)nnc2s1 (stereo not drawn)
  17.9, i, -1.4
#71 COc1cc(/C=N/NC(=O)c2ccc(=O)[nH]n2)ccc1O
  22.5, i, 1.8
#72 COc1cccc(NC(=O)/C=C/c2ccc([N+](=O)[O-])cc2)c1
  17.3, i, -0.4
#73 COC(=O)N/N=C\C=C\c1ccc2c(c1)OCO2
  26.8, i, 0.6
#74 CCCn1nnnc1NCc1cccc(Cl)c1
  16.6, i, -0.7
#75 Cc1ccc(-n2ncc3c(=O)n(CC(=O)N4CCN(c5ccccc5)CC4)cnc32)cc1
  27.4, i, x
#76 Cc1ccc(C)c(NC(=O)CN(C)C(=O)c2ccc(S(=O)(=O)N(C)c3ccccc3)cc2)c1
  30.3*, x, -1.3
#77 C=CCSc1n[nH]c(-c2cccs2)n1
  10.9, i, 0.7
#78 O=C(NN1CCOCC1)c1cc(-c2ccc(Br)s2)nc2ccccc12
  3.7, i, -4.1
#79 N#CC1(C#N)C(C(N)=O)C1c1ccccc1 (stereo not drawn)
  2.3, i, -1.4
#80 CCOc1ccccc1CN1CCN(CCCn2cccn2)CC1CCO (stereo not drawn)
  -1.2, i, -0.8
#81 CCOc1ccccc1N1CCN(C(=O)CNC(=O)c2ccc(OC)c(OC)c2)CC1
  9.3, i, -0.6
#82 Cc1cc(NC(=O)C(C)C)ncc1NC(=O)c1cccc(F)c1
  13.9, i, -0.5
#83 CCCn1c(C(C)Nc2nc(C)cs2)nc2cc(Cl)c(Cl)cc21 (stereo not drawn)
  13.5, i, 0.2
#84 CC1CCN(c2ccccc2NC(=O)c2ccc([N+](=O)[O-])o2)CC1
  16.0, i, 0.4
#85 Cc1ccnc(NC(=O)c2cc3c(=O)oc4ccc(C)cc4c3s2)c1
  3.5, i, -0.1
#86 COCCCNC(=O)c1cc2c(-c3cccc(OC)c3)nn(C)c2s1
  11.9, i, 1.3
#87 COc1ccc(C(=O)Oc2ccc(/C=N/O)cc2)cc1
  6.5, i, -0.9
#88 Fc1cccc(Cn2ccc(-c3ccc4c(c3)OCO4)n2)c1
  16.9, i, 0.9
#89 CC1CN(C(=S)Nc2ccc(SC(F)F)cc2)CC(C)O1 (stereo not drawn)
  0.6, i, -0.1
#90 Cc1cc(O)c(Oc2cc(C)cc(O)c2O)c(O)c1
  7.5, i, 1.2
#91 O=C1c2cccc([N+](=O)[O-])c2C(=O)N1c1c[nH]c(=O)[nH]c1=O
  16.7, i, -1.1
#92 COCCCNc1nc(N)c([N+](=O)[O-])c(Nc2cc(OC)ccc2OC)n1
  24.1, i, -1.5
#93 O=C(OCC1CC(c2ccccc2)=NO1)c1ccc(Br)cc1 (stereo not drawn)
  0.6, i, -3.1
#94 COc1ccc(Cl)cc1NC(=O)CSc1nc(=O)n(CCN(C)C)c2c1CCCC2
  13.5, i, -0.5
#95 CCc1cccc(NC(=O)c2cccc3c2C(=O)N(CC2CCCO2)C3)c1 (stereo not drawn)
  5.7, i, 0.0
#96 O=C(Nc1ccc(Br)cc1)c1cccnc1N1CCOCC1
  -0.3, i, -1.0
#97 COc1ccc(N2CCN(Cc3cc(=O)oc4cc(C)c(Cl)cc34)CC2)cc1
  14.3, i, -0.9
#98 Cc1ccccc1C(=O)NC(=S)NCCN1CCOCC1
  5.8, i, -1.5
#99 COc1ccc(OC)c(N(CC(=O)Nc2ccccc2F)S(=O)(=O)c2ccccc2)c1
  35.1, i, -0.4
#100 Cc1ccc(C)c(NC(=O)c2ccc3ccccc3n2)c1
  31.8, i, -1.9
#101 COc1ccc(OC)c(C2N(c3cc(C)on3)C(=O)C3CCCN32)c1 (stereo not drawn)
  11.0, i, -0.2
#102 Fc1cc(NCc2ccccc2)nc(NCc2ccccc2)n1
  15.9, i, -3.0
#103 CC(C)CN(C)C(=O)CCc1nnc(Cc2cccc(C(F)(F)F)c2)o1
  11.7, i, -1.3
#104 CCCc1cc(C(=O)N2CCCC(C(=O)c3cc(C)c(OC)c(C)c3)C2)n(C)n1 (stereo not drawn)
  36.8*, i, 6.0
#105 Cc1ccc(C(C)(C)C)cc1S(=O)(=O)Nc1nc2ccccc2nc1Cl
  23.1, i, -2.3
#106 O=C(COc1ccc(Br)cc1)Nc1ccc(CN2CCOCC2)cc1
  26.1, i, -0.2
#107 Cc1cc(C)n(C(=O)c2c([N+](=O)[O-])c(C)nn2C)n1
  4.2, i, -1.0
#108 Cn1c(SCC(=O)c2ccccc2)nnc1-c1ccco1
  21.8, i, -0.6

Source: PubChem

Not a hit list; about 2.7% have a hit in one of these screens.
